PREPL inh: inhibits the human prolyl oligopeptidase-like enzyme; Q4J6C6; recombinant PREPL, fluorescence polarization activity-based probe; inhibition, % at 5.96 µM; actives 0.68% (n = 320,000); AID 2751; in the data active = inhibition above about 43%;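 note: 0% = enzyme with DMSO and 100% = wells lacking enzyme; many of its hits are not listed in these tables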
pPAFAH FP inh: inhibitors of human plasma PAF acetylhydrolase (pPAFAH). recombinant pPAFAH, FP-rhodamine probe fluorescence polarization. inhibition, % at 3.39 µM. actives 1.5% (n = 330,000);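 active = inhibition above the mean inhibition across the screen plus 3 SD, cut at about 25% in these data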;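 note: inhibitors block binding of the rhodamine activity-based probe so polarization drops; 0% = enzyme with DMSO and 100% = wells lacking pPAFAH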
Target sequence (Q13093 whole entry, looked up): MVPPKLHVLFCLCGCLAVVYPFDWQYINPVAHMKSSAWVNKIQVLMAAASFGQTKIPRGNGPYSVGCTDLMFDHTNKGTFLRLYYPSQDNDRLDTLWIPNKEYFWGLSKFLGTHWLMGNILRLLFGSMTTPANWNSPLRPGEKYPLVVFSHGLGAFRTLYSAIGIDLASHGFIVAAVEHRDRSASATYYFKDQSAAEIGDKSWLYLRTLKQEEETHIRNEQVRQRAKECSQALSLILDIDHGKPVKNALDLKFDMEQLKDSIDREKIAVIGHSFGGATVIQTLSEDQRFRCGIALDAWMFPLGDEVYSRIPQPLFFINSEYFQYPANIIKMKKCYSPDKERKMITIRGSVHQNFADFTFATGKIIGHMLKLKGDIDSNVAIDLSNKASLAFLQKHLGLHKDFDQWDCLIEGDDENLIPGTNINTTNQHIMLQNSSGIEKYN
ZTA DNA inh: ZTA (EBV) inhibition in EBNA-1 counter-screen | inhibition, % at 11 µM | ZTA-DNA binding, fluorescence polarization | actives 0.15% (n = 320,000); in the data active = inhibition above about 33%
PAFAH1B2 FP inh: PAFAH1B2 (human) inhibition | inhibition, % at 3.39 µM | AID 492953 | recombinant PAFAH1B2, FP-rhodamine activity probe, fluorescence polarization | actives 1.2% (n = 340,000);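 active = inhibition above the mean of all tested compounds plus 3 SD, cut at about 24% in these data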;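 note: 0% = enzyme with DMSO and 100% = wells lacking PAFAH1B2; many of its hits are not listed in these tables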
LYPLA2 inh: LYPLA2 (human) inhibition in PME1 counter-screen | O95372 | recombinant LYPLA2, FP-Rh probe fluorescence polarization | inhibition, % at 5.9 µM | actives 0.38% (n = 320,000) | AID 2177;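 active = inhibition above the screen-wide mean plus 3 SD, limit set per campaign, cut at about 26% in these data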;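 note: 0% = LYPLA2 with DMSO and 100% = wells lacking LYPLA2 enzyme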
Target sequence (O95372 whole entry, looked up): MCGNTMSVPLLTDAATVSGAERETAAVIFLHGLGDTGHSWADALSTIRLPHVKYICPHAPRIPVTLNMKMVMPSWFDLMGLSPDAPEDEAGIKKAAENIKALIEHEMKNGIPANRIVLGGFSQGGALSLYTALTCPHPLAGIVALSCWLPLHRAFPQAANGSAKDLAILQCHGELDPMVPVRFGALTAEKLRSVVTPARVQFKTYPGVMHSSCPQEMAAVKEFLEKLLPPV
EBNA-1 inhibitor: blocks EBNA-1 binding to DNA; EBNA-1 DNA binding, fluorescence polarization; inhibition, % at 14.8 µM; actives 0.34% (n = 300,000); in the data active = inhibition above about 28%
LYPLA1 counter: counter-screen for PME1 inhibitors: inhibitors of human LYPLA1; O75608; recombinant LYPLA1, FP-Rh probe fluorescence polarization; inhibition, % at 5.9 µM; actives 0.16% (n = 320,000);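 active = inhibition above the mean of all tested compounds plus 3 SD, set per campaign, cut at about 14% in these data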;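 note: inhibitors block serine hydrolase probe labeling of LYPLA1 so polarization falls; 0% = enzyme with DMSO and 100% = wells lacking LYPLA1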
PAFAH2 inh: inhibitors of human PAFAH2; Q99487; recombinant PAFAH2, FP-rhodamine activity probe, fluorescence polarization; inhibition, % at 3.39 µM; actives 0.99% (n = 340,000);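 active = inhibition above the mean over all tested compounds plus 3 SD, cut at about 30% in these data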;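 note: inhibitors block probe labeling of enzyme so polarization drops; 0% = enzyme with DMSO and 100% = wells lacking PAFAH2 protein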
PAFAH1B3 FP inh: PAFAH1B3 (human) inhibition. Q15102. recombinant PAFAH1B3, FP-rhodamine probe, fluorescence polarization. inhibition, % at 3.39 µM. actives 0.28% (n = 340,000);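 active = inhibition above the screen-wide average of all tested compounds plus 3 SD, cut at about 25% in these data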;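 note: 0% = enzyme with DMSO only and 100% = wells lacking PAFAH1B3 protein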
Target sequence (Q15102 whole entry, looked up): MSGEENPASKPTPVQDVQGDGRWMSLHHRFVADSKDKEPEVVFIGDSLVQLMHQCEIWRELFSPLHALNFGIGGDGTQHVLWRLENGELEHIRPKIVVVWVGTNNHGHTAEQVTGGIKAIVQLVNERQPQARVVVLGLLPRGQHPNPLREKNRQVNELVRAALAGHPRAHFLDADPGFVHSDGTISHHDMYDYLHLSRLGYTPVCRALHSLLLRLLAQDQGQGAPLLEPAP
The depositor's hits bear a star; nt = no result given.

structure,PREPL inh,pPAFAH FP inh,ZTA DNA inh,PAFAH1B2 FP inh,LYPLA2 inh,EBNA-1 inhibitor,LYPLA1 counter,PAFAH2 inh,PAFAH1B3 FP inh
CC(=O)NC1C(=O)N(Cc2ccccc2)c2ccc(Br)cc21 (configuration not stated),-13,5,0,4,-4,10,-2,2,4
Nc1nc(Cl)cc(Nc2ccccc2Cl)n1,-26,7,4,7,-4,3,-6,-4,4
COc1cc2cc(CCCO)oc(=O)c2cc1OC,2,3,nt,-3,nt,nt,nt,1,10
Cc1c(NC2=C(Cl)C(=O)N(c3ccccc3Cl)C2=O)c(=O)n(-c2ccccc2)n1C,8,3,-10,3,10,8,4,5,7
Cc1ccc(C)c(NC(=O)C(=O)NCCc2c[nH]c3ccccc23)c1,-73,-6,-7,7,3,-6,1,7,3
CCN(CC)CCCNC(=O)C1c2ccccc2Oc2ccccc21,5,1,7,1,-6,-2,-1,-4,1
COc1ccc(NC(=O)CN(C)C(=O)C2CC(=O)N(Cc3ccc(C)cc3)C2)cc1 (configuration not stated),4,0,14,3,-1,3,-5,3,4
Cc1nc(NCc2cccnc2)c2c3c(sc2n1)CCCC3,11,-1,1,nt,2,-1,1,nt,nt
c1ccc(Cn2c(Sc3nnnn3-c3ccccc3)nnc2-c2ccccc2)cc1,15,15,13,0,4,-5,1,-4,1
Clc1ccccc1OCCN1CCC(Cc2ccccc2)CC1,-28,6,4,7,5,12,-1,-3,-2
COC(=O)C1=NNC2(c3ccc(C)cc3)C(=O)N(c3ccc(C)cc3)C(=O)C12 (configuration not stated),-1,8,1,-2,1,6,3,3,3
C=CCn1c(NCc2c[nH]c3ccccc23)nc2ccccc21,3,-1,-3,5,-1,5,0,-5,2
O=C(NNC1=NCCC1)c1cccc(Br)c1,10,6,-17,5,12,-11,-4,-3,11
O=C(Cn1cnc2ccccc2c1=O)Nc1ccc(S(=O)(=O)N2CCCC2)cc1,-12,-1,-3,1,9,11,0,1,2
COc1ccccc1OCCNC(=O)C(c1ccccc1)c1ccccc1,12,-6,-2,5,7,6,-4,1,9
COc1ccccc1/C(O)=C(\C#N)c1nc2ccccc2[nH]1,4,1,2,0,2,15,-1,7,8
CCn1c2c(c3cc(Br)ccc31)CCC/C2=N\O,18,17,-11,2,0,-2,0,4,12
Cc1ccc(NC(=O)CN2C(=O)N/C(=C/c3ccco3)C2=O)cc1,8,22,17,2,-6,1,-3,-1,9
CCc1ccc(-c2cc(C)no2)cc1S(=O)(=O)NCCCN1CCN(c2ccccc2)CC1,-20,6,0,4,10,-3,2,6,10
CCC(C)(C)NC(=O)CN(Cc1ccc2c(c1)OCO2)C(=O)CCC(=O)Nc1cc(C)ccn1,-2,0,-19,1,0,11,-1,2,-1
Cc1cccc(C(=O)NCCc2ccc(S(N)(=O)=O)cc2)c1[N+](=O)[O-],-6,1,-13,3,3,-4,0,0,-9
CC(=O)c1ccccc1NC(=O)COC(=O)Cc1cccc(C(F)(F)F)c1,-1,1,16,1,8,nt,-3,11,21
O=C(NCCCn1ccnc1)/C(=C\c1cccnc1)NC(=O)c1ccccc1Br,-1,3,2,7,-1,1,-3,2,5
CCOC(=O)C1C(c2cccc([N+](=O)[O-])c2)C2C(=O)NN=C2CC1(C)O (configuration not stated),-2,2,-9,2,-2,8,-1,-8,2
COCCNC(=O)C1Cc2c(ccc3ccccc23)O1 (configuration not stated),2,7,-8,7,6,-14,2,7,8
Cc1ccc(S(=O)(=O)NCC2CCC(C(=O)N3CCN(C)CC3)CC2)cc1 (configuration not stated),3,5,-7,-1,-2,9,-2,6,4
CCCCn1c(N)c(N(CC)C(=O)c2ccc([N+](=O)[O-])c(C)c2)c(=O)[nH]c1=O,16,-2,-12,0,-4,8,2,-6,-2
Cc1ccc(C)c(C(=O)CN2C(=O)c3ccccc3S2(=O)=O)c1,14,1,3,9,-2,-2,1,6,0
CCc1cc(=O)oc2c(C)c(OCC(=O)NCCCN3CCOCC3)ccc12,13,2,-2,0,-3,-3,-2,6,-1
S=C1NCCNC(=S)NCCOCCOCCOCCN1,14,-2,19,5,0,-8,-2,1,5
CN1CCN(Cc2c(C#N)c3ccccc3n2C)CC1,-76,1,-1,3,6,2,4,2,10
N#Cc1ccccc1CSc1ccc(-c2nc3ccccc3[nH]2)cn1,-8,-8,13,1,-26,4,-33,-1,-10
Cc1ccc(S(=O)(=O)N2CCCCC2C(=O)NCc2ccco2)cc1 (configuration not stated),6,2,-3,3,-3,5,-1,2,5
CC(C)=CCCC(C)CCO (configuration not stated),3,3,nt,5,nt,nt,nt,-7,11
Cc1ccc2c(C)c(C(=O)N3CCN(Cc4ccc5c(c4)OCO5)CC3)oc2c1C,-23,5,6,2,0,-8,-3,-3,-1
CCC1=NN(C(=O)c2cccc(Br)c2)C(O)(c2ccc(Br)cc2)C1 (configuration not stated),-3,19,-6,2,-1,8,-4,7,17
CN(C)CCCNc1oc(-c2ccccc2)nc1C#N,-18,3,6,4,-11,-5,-8,6,3
C=CCn1c(SCC(=O)NCc2ccccc2)nnc1-c1ccccc1O,16,-3,-4,3,-4,-1,-2,-3,2
CCNC(=O)CC1C(=O)N(c2ccc(C)cc2)C(=O)N1CCc1ccc(OC)c(OC)c1 (configuration not stated),-4,0,-5,1,-2,-19,-7,-11,1
Cc1ccc(C(=O)N2c3ccccc3N(Cc3ccccc3)C(=O)C2(C)C)cc1,18,-6,-5,3,0,8,-3,1,11
O=S(=O)(NCC(c1cccnc1)N1CCN(c2ccc(F)cc2)CC1)c1ccc(F)cc1 (configuration not stated),-6,0,-11,-3,6,-5,1,12,2
O=C(Nc1ccccc1)Nc1ccccc1-n1ccnc1,12,3,15,4,6,5,2,4,9
COCCNC(=O)c1cc2nc(-c3ccc(F)cc3)cc(C(F)(F)F)n2n1,-2,8,8,-1,1,6,-1,1,6
N#CC1=C(N)OC2=C(C(=O)CCC2)C1c1cc2c(cc1Cl)OCO2 (configuration not stated),11,1,14,-3,0,-3,-3,-4,4
O=C(Nc1nc2n(n1)C(c1ccc(F)cc1)CC(c1ccccc1)N2)c1ccco1 (configuration not stated),21,2,8,4,-4,4,0,4,1
COc1ccc(/C(O)=C2/C(=O)C(=O)N(CCN(C)C)C2c2ccc(C)cc2)cc1Cl (configuration not stated),1,0,-1,4,3,-1,0,10,2
CCOC(=O)c1cc(-c2csc(COc3ccccc3)n2)on1,-12,15,8,3,0,-12,0,4,-4
Cc1ccc(/C=C/C(=O)Nc2cccnc2)o1,-5,7,-2,1,0,8,0,-10,6
COc1ccccc1OCC(=O)NCC1CCCN(C(=O)c2ccccc2SC)C1 (configuration not stated),0,4,-14,5,-5,10,-2,5,4
CCN(CC)S(=O)(=O)c1ccc(NS(=O)(=O)c2ccc3oc(=O)[nH]c3c2)cc1,11,3,5,6,-3,5,-1,11,4
CCN1CCN(CCCN(Cc2ccco2)C(=S)Nc2ccccc2Cl)CC1,-3,-1,7,1,2,9,1,-15,-2
COc1ccc(CN2C3CCC2CC(NC(=O)c2cc(OC)c(OC)c(OC)c2)C3)cc1 (configuration not stated),11,-5,1,-3,1,-1,-2,4,-1
O=C(NC(Cc1ccccc1)C(=O)O)/C(=C\c1ccco1)NC(=O)c1ccco1 (configuration not stated),7,0,3,4,-3,-7,-3,4,4
Cc1ccccc1OCC(=O)OCC(=O)Nc1cc(C(F)(F)F)ccc1N1CCOCC1,2,5,-2,4,8,6,-3,5,4
COc1ccc(S(=O)(=O)N2CCOCC2)cc1NC(=O)CN1CCCc2ccccc21,16,2,nt,2,nt,nt,nt,66*,16
CC(Oc1cc2oc(=O)c3c(c2cc1Cl)CCC3)C(=O)NCCCn1ccnc1 (configuration not stated),-1,3,0,3,3,-3,-3,1,6
COc1cc(OC)c2c(C)c(Cl)c(=O)oc2c1,11,-9,-3,2,-3,0,1,7,5
Cc1ccc(-c2[nH]nc3c2C(c2ccc(OC(=O)N4CCOCC4)cc2)C(C#N)=C(N)O3)cc1 (configuration not stated),-42,0,-1,2,-4,12,-5,-6,8
Cc1cccc(CSc2nnc(Cn3c(=O)sc4ccccc43)n2C)c1,-7,-3,0,-5,-1,3,2,-4,9
CN(Cc1ccc(N(C)C)cc1)C(=O)c1cc2ccccc2o1,17,2,-3,4,-6,-2,0,3,1
O=C(Cn1c(=O)n(Cc2ccc(F)cc2)c(=O)c2ccccc21)NCC1CCCO1 (configuration not stated),8,-7,-5,2,-4,-5,1,-1,0
COc1ccc(C2CC(c3cc(OC)ccc3OC)n3nnnc3N2)cc1 (configuration not stated),-10,1,-8,0,3,-2,0,-4,1
Cc1ccc(S(=O)(=O)N2CCN(Cc3csc(C)n3)CC2)cc1,0,9,-16,-1,10,-4,2,3,-3

Complete entries as entered above. Values in the order: PREPL inh	pPAFAH FP inh	ZTA DNA inh	PAFAH1B2 FP inh	LYPLA2 inh	EBNA-1 inhibitor	LYPLA1 counter	PAFAH2 inh	PAFAH1B3 FP inh
CCCCn1c(N)c(N(CC)C(=O)c2ccc([N+](=O)[O-])c(C)c2)c(=O)[nH]c1=O is entered as 16	-2	-12	0	-4	8	2	-6	-2
Clc1ccccc1OCCN1CCC(Cc2ccccc2)CC1 is entered as -28	6	4	7	5	12	-1	-3	-2
Cc1ccc2c(C)c(C(=O)N3CCN(Cc4ccc5c(c4)OCO5)CC3)oc2c1C is entered as -23	5	6	2	0	-8	-3	-3	-1

High-throughput results (PubChem BioAssay)

The list is partial. The share of hits here may be higher or lower than overall.
